# Screens (PubChem BioAssay)
# DNMT1 inh – human DNMT1 methyltransferase inhibitors, primary screen, biochemical, molecular beacon, fluorescence, HinP1I cleavage, uHTS; DNA (cytosine-5)-methyltransferase 1 (Homo sapiens), P26358; inhibition (reported as % activation of signal), % at 10 µM; 360,000 compounds, 0.83% hits; in the data active = inhibition above about 50%
# Scp1 inh – Scp-1 phosphatase inhibitors, primary screen, biochemical, colorimetric, uHTS. inhibition, % at 20 µM. 340,000 compounds, 0.88% hits. Recombinant Scp1, phosphopeptide, malachite green phosphate absorbance. AID 493091, 2011. Carboxy-terminal domain RNA polymerase II polypeptide A small phosphatase 1 (Homo …;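 active = inhibition above about 50% at 20 µM, limit read from the data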;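 note: plate controls were DMSO wells with enzyme for no effect and wells lacking enzyme for full effect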
# Target sequence (Q9GZU7 76-261 limits assumed): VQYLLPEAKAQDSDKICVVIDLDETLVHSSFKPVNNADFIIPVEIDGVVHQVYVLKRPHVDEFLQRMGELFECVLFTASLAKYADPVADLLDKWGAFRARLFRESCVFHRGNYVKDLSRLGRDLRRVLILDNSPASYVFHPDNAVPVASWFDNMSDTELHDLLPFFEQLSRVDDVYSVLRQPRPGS
#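 Times: enzyme reaction 45 min at room temperature, colour 5 min, stabilisation 30 min. Material: SCP-1 catalytic fragment, aa 76-261. Medium: Acidic Tris acetate buffer with magnesium and detergent. Signal: colorimetric free-phosphate detection, absorbance 630 nm. Read-out basis: % inhibition of SCP-1 phosphate liberation. Reagent: Phosphorylated 17-residue peptide substrate.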
# Neddyl block – inhibitors of cullin neddylation, primary screen, biochemical, TR-FRET, uHTS, NAE and Ubc12. NEDD8-conjugating enzyme Ubc12 (Homo sapiens) + NEDD8-activating enzyme E1 regulatory …. calls only at 25 µM. 360,000 compounds, 0.58% hits; in the data active = inhibition above about 36%
# SUMO1-SIM PPI – modulators of SUMO1 protein-protein interactions, primary screen, biochemical, uHTS; SUMO1 binding to a labelled peptide, TR-FRET, 1 h; inhibition, % at 20 µM; 360,000 compounds, 0.33% hits; AID 602429, 2012; in the data active = inhibition above about 37%
# Target sequence (P63165 whole entry, looked up): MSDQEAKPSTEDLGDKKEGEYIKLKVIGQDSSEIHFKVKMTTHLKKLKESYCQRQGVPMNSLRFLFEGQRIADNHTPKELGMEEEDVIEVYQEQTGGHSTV
# NadD inh – inhibitors of S. aureus NadD, primary screen, biochemical, colorimetric, uHTS | Nicotinate-nucleotide adenylyltransferase NadD (Staphylococcus aureus N315) | purified NadD enzyme, colorimetric absorbance read-out | inhibition, % at 20 µM | 360,000 compounds, 0.78% hits | AID 602399, 2012; in the data active = inhibition above about 26%; note: some compounds past the cut are filed as inactive
# Rin1 Abl inh – inhibitors of Rin1-Abl protein binding, primary screen, biochemical, TR-FRET. AID 588664, 2011. 360,000 compounds, 0.4% hits. inhibition, % at 7.35 µM. Tyrosine-protein kinase ABL1 (Homo sapiens) + Ras and Rab interactor 1 (Homo sapiens), …; in the data active = inhibition above about 5%, passing the limit was not always enough
# CSN inh – inhibitors of CSN-mediated cullin deneddylation, primary screen, biochemical, fluorescence polarization, uHTS. COP9 signalosome complex subunit 5 (Homo sapiens), Q92905. Purified CSN, SCF-Nedd8-OG deneddylation. 360,000 compounds, 0.38% hits. inhibition, % at 12.5 µM;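 active = pattern-corrected inhibition above about 35%, with an unprinted fluorescence ratio check between 0.5 and 1.5, limit read from the data, passing the limit was not always enough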;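 note: 0% = enzyme with substrate and 100% = substrate without enzyme; some results filed as inactive read as strong as hits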
# Target sequence (Q92905 whole entry, looked up, one chain of several): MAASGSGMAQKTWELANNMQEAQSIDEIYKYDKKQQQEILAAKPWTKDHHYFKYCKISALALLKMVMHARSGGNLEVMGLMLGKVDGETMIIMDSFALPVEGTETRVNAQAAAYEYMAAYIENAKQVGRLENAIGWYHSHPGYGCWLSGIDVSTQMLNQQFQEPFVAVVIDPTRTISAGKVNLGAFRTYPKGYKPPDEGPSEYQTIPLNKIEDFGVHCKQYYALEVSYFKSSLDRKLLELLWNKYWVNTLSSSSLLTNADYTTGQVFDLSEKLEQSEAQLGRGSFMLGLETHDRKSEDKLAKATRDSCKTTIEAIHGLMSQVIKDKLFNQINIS
#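 Assay system: HEK293T-derived human Csn5 enzyme; quantity: 0.24 nM enzyme; medium: Tris/NaCl/DTT buffer, pH 7.5; also added: substrate SCFSkp2-Nedd8OG, 10 nM; doses: 12.5 µM compound; schedule: 90 min reaction at room temperature; signal: FP; read-out: % inhibition of substrate cleavage by Csn5; benchmarks: substrate-only high control, full reaction low control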
# Rpn11 inh – Rpn11 (PSMD14) deubiquitinase inhibitors, primary screen, biochemical, fluorescence polarization, uHTS | 26S proteasome non-ATPase regulatory subunit 14 (Homo sapiens), O00487 | human 26S proteasome, Ub4-pepOG fluorescence polarization; 20S core pre-blocked with epoxomicin | calls only at 20 µM | 360,000 compounds, 0.59% hits;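 active = inhibition at 20 µM, scaled to each plate's controls, above about 33%, limit read from the data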
# Target sequence (O00487 whole entry, looked up): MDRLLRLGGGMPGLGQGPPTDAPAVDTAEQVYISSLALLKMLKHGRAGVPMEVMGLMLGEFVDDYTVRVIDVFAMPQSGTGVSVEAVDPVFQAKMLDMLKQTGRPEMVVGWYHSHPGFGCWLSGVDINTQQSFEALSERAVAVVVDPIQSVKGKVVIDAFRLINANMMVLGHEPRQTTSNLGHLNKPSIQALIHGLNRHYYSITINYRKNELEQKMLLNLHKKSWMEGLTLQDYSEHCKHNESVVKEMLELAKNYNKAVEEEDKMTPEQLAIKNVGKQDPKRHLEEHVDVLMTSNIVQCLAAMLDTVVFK
# STEP inh – STEP phosphatase inhibitors, primary screen, biochemical, fluorescence intensity, uHTS. inhibition, % at 20 µM. AID 588621, 2011. Tyrosine-protein phosphatase non-receptor type 5 (Homo sapiens), P54829. recombinant STEP, OMFP fluorogenic substrate. 360,000 compounds, 0.25% hits;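 active = inhibition at 20 µM, scaled per plate between control wells, above about 37%, limit read from the data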;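 note: 0% = DMSO with enzyme and substrate and 100% = substrate only without enzyme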
#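 medium = Bis-Tris buffer pH 6.0, 2.5 mM DTT, 0.005% Tween 20 | test system = STEP (striatal-enriched tyrosine phosphatase) enzyme, cell-free | measure = normalized % inhibition | compound dosing = 20 µM, 1% DMSO | also added = 25 µM OMFP | schedule = reaction 20 min, ambient temperature | measured by = fluorescence read at 480 nm ex / 540 nm em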
# LMPTP inh – LMPTP phosphatase inhibitors, primary screen, biochemical, fluorescence intensity, uHTS. 360,000 compounds, 0.22% hits. recombinant LMPTP-A, OMFP fluorogenic substrate. AID 651560, 2012. inhibition, % at 20 µM;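 active = compounds that cut the enzyme signal by at least half of the control window in the single-dose screen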;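 note: plate controls were DMSO wells with enzyme plus substrate for no effect and substrate without enzyme for full effect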
#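 Buffer or medium: Bis-Tris pH 6.0, DTT, detergent; Assay system: LMPTP-A enzyme; Quantity: 0.625 nM enzyme; Detection: endpoint fluorescence intensity; Times: 50 min dark incubation at room temperature; Controls: substrate-only low control, DMSO enzyme-plus-substrate high control; Doses: single 20 µM dose; Read-out: percent inhibition versus substrate-only and uninhibited controls; Reagent: 400 µM OMFP.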
# Numbers without * were called inactive; i = inactive; / = not tested or not shown.
SMILES,DNMT1 inh,Scp1 inh,Neddyl block,SUMO1-SIM PPI,NadD inh,Rin1 Abl inh,CSN inh,Rpn11 inh,STEP inh,LMPTP inh
Cc1ccc(NC(=S)N2CCN(S(C)(=O)=O)CC2)cc1C,0,-8,i,7,2,6,3,i,6,1.6
COc1cccc(C2=NOC(C(=O)N3CCN(Cc4ccccc4)CC3)C2)c1OC (stereo not given),-1,5,i,-2,-2,4,-4,i,6,-1.0
COc1ccc(-c2csc(Nc3cccc(C)n3)n2)cc1,-2,-3,i,-1,0,-3,-2,i,1,1.5
CCc1nonc1NC(=O)COc1cc(C)c(Cl)c(C)c1,3,-7,i,2,-13,3,2,i,-1,0.9
CCc1ccc(-c2nc(CN3CCC(C(=O)N4CCN(c5ccccc5)CC4)CC3)c(C)o2)cc1,-7,-7,i,-2,-4,-3,-5,i,3,0.3
Nc1ccc(S(=O)(=O)Nc2nc3ccccc3o2)cc1,24,20,i,7,8,0,7,i,5,6.8
O=C(NCc1ccc2c(c1)OCO2)C(=O)NCC1OCCCN1S(=O)(=O)c1cc(F)ccc1F (stereo not given),0,-10,i,-2,-2,4,2,i,0,-0.7
CS(=O)CCC(NS(=O)(=O)c1ccccc1)C(=O)O (stereo not given),2,-9,i,1,-1,0,-1,i,-2,-1.5
Cn1c(CSCc2ccccc2)n[nH]c1=S,2,-2,i,-1,3,1,2,i,-2,-4.4
CN(C)CCCC(C)(O)C(Cc1ccccc1)c1ccccc1 (stereo not given),4,-12,i,-3,-10,2,-2,i,-1,-2.8
CNC(=O)C[C@@H]1C(=O)N(Cc2ccccc2)CC1(C)C,12,/,i,3,0,-1,-2,i,-2,-0.5
CN(Cc1ccc(CNC[C@H]2O[C@@H](n3cnc4c(N)ncnc43)[C@H](O)[C@@H]2O)o1)S(C)(=O)=O,7,10,i,0,0,-2,-7,i,0,-2.0
COc1ccccc1N(CC(=O)NCC1CCCO1)C(=O)CNS(=O)(=O)c1ccccc1 (stereo not given),4,-12,i,0,0,2,8,i,-1,1.2
O=C(Nc1ccccc1)c1ccc(Br)o1,1,-8,i,-2,-4,6,1,i,0,-0.7
Cc1ccc(CN2CCSc3ccc(C(=O)NCC4CCCO4)cc32)cc1 (stereo not given),1,-3,i,-1,0,0,-1,i,2,1.9
c1ccc2oc(-c3ccc(Nc4nc(N5CCOCC5)nc(N5CCOCC5)n4)cc3)nc2c1,-12,2,/,0,-10,0,-1,i,-1,0.3
COc1ccc(CNc2nc3nc(C)cc(C)n3n2)cc1,0,-2,i,0,0,-4,1,i,2,-0.5
COc1cccc(CNC(=O)[C@@H]2CCCN2C(=O)[C@H]2CCCCN2S(=O)(=O)c2ccc(OC)c(C)c2)c1,/,/,i,2,-3,/,-4,/,/,-1.1
N#CC1=C(C2CC2)CC(c2ccccc2)C(C#N)=C1N (stereo not given),-5,1,i,-3,-7,0,2,i,2,1.4
COc1ccc(/C=N/NC(=O)CCCOc2ccc(Cl)cc2Cl)cc1,-11,-5,i,-1,-6,2,-9,i,0,1.9
Cc1csc(NC(=O)C(F)(F)F)n1,-4,-4,i,4,-2,-3,-3,i,-1,-1.1
CS(=O)(=O)N(CC(=O)N1CCCC1)c1cc(Cl)c(Cl)cc1Cl,3,1,i,1,11,0,3,i,0,-0.7
Cc1ccc(C(=O)Nc2nnc(C3=COCCO3)o2)cc1C,-1,-7,i,-1,0,-3,2,i,0,0.3
CCc1cc(=O)oc2c(C)c(OC(C)C(=O)NC3CC(C)(C)NC(C)(C)C3)ccc12 (stereo not given),3,0,i,2,-4,0,-7,i,1,-0.2
CC(=O)Nc1ccc(OC(=O)N2CCCC2)cc1,1,-2,i,2,-2,0,1,i,-2,-3.4
CCOc1ccccc1C1C(C#N)=C(N)N(N(C)C)C2=C1C(=O)CCC2 (stereo not given),-7,-12,i,-4,-4,0,5,i,-4,-0.3
CC(=O)OCCc1c(C)nc2nc[nH]n2c1=O,-2,-9,i,-3,1,0,-4,i,2,0.8
Cc1ccc(C)c(N2C(=O)CS/C2=N\NC(=O)c2ccccc2Cl)c1,-1,-5,i,0,7,6,-3,i,-2,-1.5
O=C(NC1CCCC1)C(c1ccc(F)cc1)N(Cc1ccccc1Cl)C(=O)CCl (stereo not given),16,-7,i,1,-4,2,-3,i,-1,-0.9
Cc1ccccc1NC(=O)COC(=O)/C=C/c1cccc(C(F)(F)F)c1,9,-5,i,2,-2,1,1,i,-3,-2.2
CCOC(=O)CSc1nc(C)cc(=O)[nH]1,2,2,i,1,-6,1,-9,i,0,-0.1
Cc1ccc(N2CC(C(=O)OCC(=O)c3ccc[nH]3)CC2=O)cc1 (stereo not given),-35,-1,i,-1,5,4,-1,i,1,1.6
CC(=O)c1ccc(C2CC(OCCF)=CC(=O)O2)cc1 (stereo not given),/,/,i,-8,/,/,7,/,/,-1.0
COc1ccc(N2CCN(CCNC(=O)Nc3cc(Cl)ccc3Cl)CC2)cc1,0,-6,i,1,-5,-3,-1,i,0,-1.3
COc1ccc(OCCN2CCN(C(=O)c3ccc(OC)c(OC)c3)CC2)cc1,2,-5,i,-1,-5,3,4,i,-2,-1.2
O=C(O)CCN(CC(=O)c1ccc(Cl)cc1)S(=O)(=O)c1ccc([N+](=O)[O-])cc1,-1,1,i,-25,0,3,1,i,-4,-0.2

# Six neighbouring entries from above:
SMILES,DNMT1 inh,Scp1 inh,Neddyl block,SUMO1-SIM PPI,NadD inh,Rin1 Abl inh,CSN inh,Rpn11 inh,STEP inh,LMPTP inh
CCOc1ccccc1C1C(C#N)=C(N)N(N(C)C)C2=C1C(=O)CCC2 (stereo not given),-7,-12,i,-4,-4,0,5,i,-4,-0.3
CC(=O)OCCc1c(C)nc2nc[nH]n2c1=O,-2,-9,i,-3,1,0,-4,i,2,0.8
Cc1ccc(C)c(N2C(=O)CS/C2=N\NC(=O)c2ccccc2Cl)c1,-1,-5,i,0,7,6,-3,i,-2,-1.5
O=C(NC1CCCC1)C(c1ccc(F)cc1)N(Cc1ccccc1Cl)C(=O)CCl (stereo not given),16,-7,i,1,-4,2,-3,i,-1,-0.9
Cc1ccccc1NC(=O)COC(=O)/C=C/c1cccc(C(F)(F)F)c1,9,-5,i,2,-2,1,1,i,-3,-2.2
CCOC(=O)CSc1nc(C)cc(=O)[nH]1,2,2,i,1,-6,1,-9,i,0,-0.1

# Going on with the list:
SMILES,DNMT1 inh,Scp1 inh,Neddyl block,SUMO1-SIM PPI,NadD inh,Rin1 Abl inh,CSN inh,Rpn11 inh,STEP inh,LMPTP inh
O=c1c2cc(NC(=S)NCCN3CCCCCC3)ccc2nc2n1CCCCC2,1,-6,i,10,-10,1,0,i,14,4.4
COC(=O)c1ccccc1NC(=O)CSc1nncn1-c1cccnc1,2,-5,i,7,-6,-1,-1,i,4,-1.6
O=C1NC2(CCOc3ccccc32)C(=O)N1CC(=O)N(Cc1ccccc1)C1CCS(=O)(=O)C1 (stereo not given),5,8,i,-1,2,1,-5,i,-2,-1.8
COc1ccc(C(=O)CCC(C)(C)[N+](=O)[O-])cc1,1,-5,i,-1,-6,-3,4,i,-1,-1.2
CC(C)Oc1ccc(Nc2ncnc3ccccc23)cc1,5,1,i,1,0,-1,0,i,-2,6.4
COc1ccccc1NC(=O)c1sc2nc(C)cc(C)c2c1N,-17,-7,/,-4,-4,1,-1,i,0,-0.7
Cc1ccc(CCN2CC(C(=O)NCCc3ccccc3)CC2=O)cc1 (stereo not given),3,-9,i,-6,-3,4,4,i,-2,-0.2
Fc1ccc(COc2ccccc2C(=S)N2CCCC2)cc1,2,-8,i,1,-2,-2,10,i,-4,4.5
Cn1c(SCC(=O)NC2CCCC2)nnc1-c1ccncc1,-1,10,i,-5,-2,1,2,i,1,-0.5
Cc1cc(SCC(=O)Nc2ccccc2)n2ncc(-c3ccccc3)c2n1,6,-15,i,0,1,1,-1,i,0,2.0
CCN(CC)Cc1nc2nc(Cl)c(Cl)nc2[nH]1,3,/,i,-2,-4,-4,1,i,0,-0.6
CCOC(=O)CN(C(=O)CSc1nnc2c(n1)[nH]c1ccccc12)c1ccccc1,-1,-6,i,4,2,-2,2,i,1,0.4
Cc1cc(C(=O)OCC(=O)N2CCc3ccccc32)ccc1[N+](=O)[O-],9,-10,i,-3,1,1,-5,i,0,-1.7
COC(=O)c1c(C)nc(C)c(C(=O)OC)c1-c1ccc(OC)cc1,3,11,i,2,-3,0,1,i,-2,-0.5
CCCCNc1ccc2oc(-c3ccc(OC)cc3)c(-c3ccc(OC)c(F)c3)c2c1,-15,3,/,-6,15,3,-1,i,0,2.9
CC1=C(N2CCN(c3ncccn3)CC2)CCC1=O,3,-11,i,4,-3,4,1,i,-2,-1.8

# 2 entries from above, field by field:
SMILES: CC1=C(N2CCN(c3ncccn3)CC2)CCC1=O
  DNMT1 inh: 3
  Scp1 inh: -11
  Neddyl block: i
  SUMO1-SIM PPI: 4
  NadD inh: -3
  Rin1 Abl inh: 4
  CSN inh: 1
  Rpn11 inh: i
  STEP inh: -2
  LMPTP inh: -1.8
SMILES: Cc1cc(C(=O)OCC(=O)N2CCc3ccccc32)ccc1[N+](=O)[O-]
  DNMT1 inh: 9
  Scp1 inh: -10
  Neddyl block: i
  SUMO1-SIM PPI: -3
  NadD inh: 1
  Rin1 Abl inh: 1
  CSN inh: -5
  Rpn11 inh: i
  STEP inh: 0
  LMPTP inh: -1.7

# This is a random part of the collection (roughly 3.8% active in at least one column).
